A3G deaminase: APOBEC3G (human) deaminase inhibition; Q9HC16; recombinant A3G, ssDNA deamination FAM/TAMRA fluorescence; inhibition, % at 20 µM; 330,000 tested, 0.28% active; AID 493012;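 active = inhibition of at least 40% at 20 µM, with no more than 30% in the related APOBEC3A deaminase screen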;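 note: plate controls were DMSO wells with A3G for no effect and wells lacking A3G enzyme for full effect; some compounds called inactive have numbers as strong as hits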
mIAP activ: increases mouse intestinal alkaline phosphatase activity. muIAP, CDP-Star luminescence, 30 min; hits give high values; 1 = vehicle-only enzyme signal, 0 = enzyme-free wells. activation factor at 10 µM. 330,000 tested, 0.24% active. AID 2805;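 active = activation factor of at least 2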; note: the source names both 10 and 20 µM as test concentration; values of inactives mirror those of a sister screen read the other way
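Assay system: mouse IAP enzyme; Reagent: CDP-Star chemiluminescent phosphatase substrate; Compound: DMSO-dissolved test compounds; Incubation: 30 min, room temperature; Technique: luminescence from enzymatic CDP-Star hydrolysis; Controls: DMSO-only wells and no-enzyme negative control.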
SENP1 FRET inh: inhibitors of human SENP1 SUMO protease catalytic domain. AID 624204. Q9P0U3. inhibition, % at 10 µM. 360,000 tested, 0.21% active. recombinant SENP1 catalytic domain, CyPet-SUMO1-YPet FRET cleavage;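 active = inhibition at least 30% at 10 µM, raw YFP signal under a set limit, fluorescence ratio 0.5 to 1.5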;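 note: 0% = enzyme with DMSO and 100% = no enzyme wells; some results filed as inactive read as strong as hits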
Target sequence (Q9P0U3 419-644 limits assumed): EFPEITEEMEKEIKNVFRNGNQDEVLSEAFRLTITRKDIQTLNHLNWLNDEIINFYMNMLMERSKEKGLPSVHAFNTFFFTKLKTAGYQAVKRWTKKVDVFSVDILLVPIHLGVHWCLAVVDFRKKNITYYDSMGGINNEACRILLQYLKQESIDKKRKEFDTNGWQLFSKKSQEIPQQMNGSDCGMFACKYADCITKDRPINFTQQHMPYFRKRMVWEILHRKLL
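Material – human SENP1 catalytic domain · Input – SENP1 enzyme, 20 pM final · Compound dosing – single concentration of 10 µM compound, 0.5% DMSO final · Timing – enzyme reaction for 50 min at room temperature, dark · Measured by – FRET fluorescence in CFP and YFP emission channels · Control set – no-enzyme wells low, DMSO-plus-enzyme wells high control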
MIN6 prolif: induces beta-cell replication in MIN6 cells. AID 2380. MIN6 cells proliferation, ATPlite luminescence, 48 h; cells starved in 0.2% serum; 100% = growth in 10% serum. 330,000 tested, 0.29% active. proliferation, % at 10 µM;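 active = compounds whose signal lies at least 3.5 SD above the mean of all wells on their plate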;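 note: 0% = DMSO-treated cells in low-serum medium and 100% = 10% serum control; some compounds called inactive have numbers as strong as hits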
NLRP3 yeast inh: blocks the NALP3 inflammasome reconstituted in yeast | inhibition, % at 10 µM | Yeast reconstituted NLRP3/ASC/caspase-1, beta-gal luminescence, 24 h | 330,000 tested, 0.39% active;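 active = inhibition of 50% or more; inactive = inhibition below 50%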;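 note: plate controls were induced DMSO wells for no effect and uninduced yeast grown without galactose for full effect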
hIAP activ: increases human intestinal alkaline phosphatase activity | P09923 | purified human IAP, CDP-Star luminescence, 30 min; hits give high values; 1 = vehicle-only enzyme, 0 = enzyme-free background | activation factor at 10 µM | 330,000 tested, 0.16% active | AID 2524;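 active = activation factor of the enzyme at least 2-fold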; note: the source names both 10 and 20 µM as test concentration; values of inactives mirror those of a sister screen read the other way
Target sequence (P09923 whole entry, looked up): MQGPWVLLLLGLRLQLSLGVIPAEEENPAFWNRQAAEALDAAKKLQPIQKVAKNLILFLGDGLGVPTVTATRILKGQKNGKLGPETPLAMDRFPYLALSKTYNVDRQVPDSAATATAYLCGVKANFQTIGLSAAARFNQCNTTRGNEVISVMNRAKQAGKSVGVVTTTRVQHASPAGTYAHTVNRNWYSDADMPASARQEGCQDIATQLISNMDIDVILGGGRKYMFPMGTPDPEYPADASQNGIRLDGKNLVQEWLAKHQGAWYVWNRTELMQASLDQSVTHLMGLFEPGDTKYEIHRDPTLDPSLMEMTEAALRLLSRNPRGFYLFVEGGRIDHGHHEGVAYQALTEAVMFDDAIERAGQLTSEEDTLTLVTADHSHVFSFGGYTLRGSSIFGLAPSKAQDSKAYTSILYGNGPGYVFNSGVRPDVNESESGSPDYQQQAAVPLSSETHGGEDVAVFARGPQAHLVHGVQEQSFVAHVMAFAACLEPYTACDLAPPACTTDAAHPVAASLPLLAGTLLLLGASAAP
hIAP inh: human IAP inhibition. P09923. purified IAP, CDP-Star luminescence, 30 min. inhibition, % at 10 µM. 330,000 tested, 0.12% active. AID 2544;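 active = inhibition reaching a set limit with compound at 10 µM in the primary screen, cut at about 35% in these data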;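 note: plate controls were DMSO wells with enzyme for no effect and no-enzyme buffer wells for full effect; values of inactives mirror those of a sister screen read the other way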
mIAP inh: blocks mouse intestinal alkaline phosphatase; inhibition, % at 10 µM; purified mouse IAP, CDP-Star luminescence, 30 min; 330,000 tested, 0.2% active;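 active = inhibition of at least 40% at 10 µM in the primary screen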;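 note: plate controls were DMSO with enzyme for no effect and no enzyme wells for full effect; values of inactives mirror those of a sister screen read the other way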
A3A deaminase: inhibitors of human APOBEC3A DNA deaminase; recombinant A3A, FAM/TAMRA ssDNA deamination fluorescence; 330,000 tested, 0.41% active; inhibition, % at 20 µM; AID 493011; P31941;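 active = at least 40% inhibition at 20 µM here, with at most 30% in a related deaminase screen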;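 note: plate controls were A3A with DMSO for no effect and wells lacking A3A enzyme for full effect; some results filed as inactive read as strong as hits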
Target sequence (P31941 whole entry, looked up): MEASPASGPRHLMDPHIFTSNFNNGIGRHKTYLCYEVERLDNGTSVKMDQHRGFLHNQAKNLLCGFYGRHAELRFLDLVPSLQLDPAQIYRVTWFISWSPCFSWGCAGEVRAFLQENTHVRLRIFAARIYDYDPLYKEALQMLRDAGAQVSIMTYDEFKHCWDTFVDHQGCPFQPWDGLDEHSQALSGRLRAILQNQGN
* hit, by the source's call; . = not tested or not shown. An excerpt; count on the stated rates, not on these rows.

mol | A3G deaminase | mIAP activ | SENP1 FRET inh | MIN6 prolif | NLRP3 yeast inh | hIAP activ | hIAP inh | mIAP inh | A3A deaminase
O=C(O)CCC(=O)Nc1nc2ccc([N+](=O)[O-])cc2s1 | -9 | 0.99 | -10 | -4 | 11 | 0.82 | 18 | 1 | -2
COc1ccc(C(C(=O)NC(C)(C)C)N(CCC(C)C)C(=O)CCC(=O)Nc2cc(C)on2)cc1 (configuration not stated) | -2 | 0.94 | 1 | 0 | -11 | 0.99 | 1 | 6 | 2
CSCCC1NC(=O)N(CC(=O)Nc2cccc3ccccc23)C1=O (configuration not stated) | -3 | 1.1 | 2 | -1 | 21 | 1 | -3 | -8 | -1
CCOC(=O)/C(=N\Nc1ccccc1[N+](=O)[O-])c1csc(Nc2ccccc2)n1 | -9 | 0.76 | 2 | -5 | 6 | 0.77 | 23 | 24 | -2
COc1cccc(C(=O)NCCC(=O)NCc2cc(=O)n(C)c(=O)n2C)c1 | -8 | 0.95 | 0 | 6 | 11 | 0.87 | 13 | 5 | -6
O=C1NC(N2CCOCC2)=N/C1=C/c1ccc2c(c1)OCO2 | -12 | 1 | -115 | 1 | 10 | 0.96 | 4 | 0 | -1
Cc1cccc(OCC(=O)N2CCCc3ccccc32)c1 | -10 | 1 | 2 | 0 | 11 | 1.2 | -18 | -4 | 10
O=C(Nc1ncc(Cc2ccc(SC(F)F)cc2)s1)c1ccccc1 | 1 | 0.85 | 2 | -6 | -11 | 0.92 | 8 | 15 | 4
Cc1cc(C(=O)Nc2ccccc2C(=O)O)ccc1NC(=O)COc1cccc([N+](=O)[O-])c1 | -10 | 0.87 | 1 | 0 | 14 | 0.88 | 12 | 13 | -4
Cc1ccc2cc(C)c(NCCO)nc2c1 | -4 | 1 | 1 | -1 | 12 | 1.1 | -7 | -2 | -2
S=c1[nH]nc(-c2ccc3c(c2)OCO3)n1-c1ccccc1 | 36 | 0.99 | 0 | -2 | 8 | 1 | 0 | 0 | -3
COc1ccccc1C(=O)Nn1c(-c2cccs2)nc2ccccc2c1=O | -1 | 0.96 | -1 | -2 | 26 | 0.81 | 19 | 4 | -1
Cc1ccnc(NS(=O)(=O)c2cccc3nsnc23)c1 | -5 | 0.95 | 0 | -2 | -8 | 0.89 | 11 | 5 | -2
CCOc1ccc(NCc2cccn2-c2nnc(N3CCC(C(=O)NCCCN4CCCCC4CC)CC3)s2)cc1 (configuration not stated) | -3 | 1.1 | -3 | -7 | -5 | 0.95 | 5 | -14 | -6
CCCCNC(=O)N1CCN(c2ncccn2)CC1 | -2 | 0.96 | 0 | -4 | 19 | 1.2 | -17 | 4 | -1
O=C(CCc1nnc2ccc(N3CCC4(CC3)OCCO4)nn12)NCc1ccc(F)cc1 | -5 | 1 | -2 | -3 | 4 | 0.78 | 22 | -3 | -1
COCc1nc2c([nH]1)c(=O)n(C)c(=O)n2CC(C)C | -3 | 1.1 | 0 | -1 | 22 | 1 | 0 | -5 | 3
O=C1CS/C(=C\S(=O)(=O)c2ccc(Cl)cc2)N1 | -3 | 0.84 | -1 | -3 | 8 | 0.89 | 11 | 16 | -3
O=C1c2ccccc2C(Nc2ccc(S(=O)(=O)N3CCOCC3)cc2)N1c1cccnc1 (configuration not stated) | 2 | 0.87 | 1 | -1 | 4 | 0.93 | 7 | 13 | -1
O=S(=O)(c1cccc(Cl)c1Cl)N1CCCCC1 | -4 | 1 | 2 | -3 | 10 | 1.1 | -9 | -3 | -9
Cc1cc(-c2nc3cccnc3s2)ccc1NS(=O)(=O)c1ccc2c(c1)OCCO2 | -3 | 1.3 | -34 | -1 | 12 | 1.2 | -23 | -26 | 1
c1nnc(-c2ccc3c(c2)OCO3)o1 | 0 | 0.92 | 1 | 2 | -5 | 1.1 | -5 | 8 | 1
COc1cc(NC(=O)CN(c2ccc(C)cc2)S(=O)(=O)c2c(C)nn(C)c2C)cc(OC)c1 | -4 | 1.3 | 1 | 10* | 5 | 1 | -3 | -32 | 5
Cc1cccc(C)c1-n1nnnc1C1(Nc2ccccc2)CCCCC1 | -1 | 0.96 | 3 | -4 | -3 | 0.91 | 9 | 4 | -2
Cc1c(NC(=O)C(C)OC(=O)c2ccc(Cl)nc2)c(=O)n(-c2ccccc2)n1C (configuration not stated) | 0 | 1 | -2 | 1 | 11 | 1 | -3 | 0 | 0
CCCCSc1nnc([C@H](C)NC(=O)OC(C)(C)C)o1 | 0 | 0.95 | 0 | -3 | 24 | 0.94 | 6 | 4 | 4
CCC1(C)Cc2c(sc3nc4n(c(=O)c23)CCCS4)CO1 (configuration not stated) | -4 | 0.87 | -3 | 0 | 6 | 0.91 | 9 | 13 | -3
CNc1nc2ccccc2n1CC(=O)c1ccccc1 | -4 | 0.98 | 1 | -1 | 10 | 1.3 | -27 | 2 | 6
O=C(O)C1=C[C@H](C2CC2)C[C@H](OCCCCO)O1 | -3 | 0.91 | -1 | 0 | 9 | 1 | -3 | 9 | -1
COc1cc([N+](=O)[O-])cc(/C=N/NC(=O)C(C)Nc2ccccc2C)c1O (configuration not stated) | 3 | 0.83 | -4 | -2 | -4 | 1.3 | -28 | 17 | 1
CCOc1ccc2nc(N3C(=O)/C(=C/c4ccccc4)NC3=S)sc2c1 | -6 | 0.87 | 17 | 0 | 9 | 1.2 | -21 | 13 | -1
CC(C)(C)c1ccc(C(=O)N/N=C/c2ccc(OCCCF)cc2)cc1 | -3 | 1.1 | 0 | 0 | -4 | 0.98 | 2 | -6 | 0
COc1ccc(C2/C(=C(/O)c3ccc(C)cc3)C(=O)C(=O)N2c2ccccn2)cc1OC (configuration not stated) | -7 | 1.1 | 5 | -4 | -8 | 1.1 | -12 | -6 | -8
CCN(Cc1ccccc1)C(=O)c1ccccc1C | -3 | 0.95 | 0 | -2 | 3 | 0.81 | 19 | 5 | 0
O=C(c1ccc(Br)cc1)c1cc2ccc(O)cc2oc1=O | -26 | 0.92 | -22 | -5 | 9 | 1 | -2 | 8 | -14
C=CCNC(=O)COC(=O)c1cccnc1Nc1ccccc1F | -3 | 1 | 2 | 0 | 17 | 1.2 | -20 | -3 | -7
COCCn1c(=NC(=O)c2ccc(S(=O)(=O)N3CCCc4ccccc43)cc2)sc2cc(S(C)(=O)=O)ccc21 | 1 | 0.9 | -1 | 0 | 12 | 1.1 | -6 | 10 | 1
O=C(/N=C1\NC(=O)C(F)(C(F)(F)F)S1)NC1CCCCC1 (configuration not stated) | 50* | 0.89 | 3 | 1 | 22 | 1.2 | -22 | 11 | 0
O=c1c2c(-c3ccccc3)csc2ncn1/N=C/c1cccc([N+](=O)[O-])c1O | -11 | 0.77 | 2 | 1 | 25 | 0.76 | 24 | 23 | 2
COC(=O)c1c(NC(=O)CSc2nnnn2-c2ccccc2)sc2c1CCC(C)C2 (configuration not stated) | -6 | 1.1 | -3 | -2 | 3 | 1 | -3 | -6 | -5
O=c1c2cc(NC(=S)NC3CCCC3)ccc2nc2n1CCCCC2 | -13 | 1.3 | 2 | -4 | 11 | 1 | -4 | -32 | -3
C/C(=C\c1ccccc1)C(=O)c1c(C)cc(C)[nH]c1=O | -6 | 0.99 | -3 | -1 | 15 | 1.1 | -9 | 0 | -2
CSc1nnc2c(n1)OC(c1cn(C)c3ccccc13)N(C(C)=O)c1ccccc1-2 (configuration not stated) | -4 | 1 | . | -2 | 14 | 0.95 | 5 | 0 | -2
Cc1ccn(CC(=O)O)c(=O)c1 | -7 | 0.91 | 5 | 2 | -6 | 0.98 | 2 | 9 | -4
Cc1cc(OCCCC(=O)NCCN2C(=O)S/C(=C\c3cccnc3)C2=O)ccc1Cl | -4 | 0.95 | 0 | -4 | 26 | 0.99 | 1 | 5 | 4
CCCC(=O)Nc1ccc(Cl)c(NC(=S)NC(=O)c2cc3ccccc3o2)c1 | 0 | 0.92 | -20 | -1 | -14 | 1 | 0 | 8 | 3
COc1cc(CCC(=O)NNC(=O)c2ccc(C)cc2)cc(OC)c1OC | -6 | 0.99 | 3 | 2 | 5 | 1 | 0 | 1 | 1
Cc1ccc(-n2c(-c3cnccn3)n[nH]c2=S)cc1 | 27 | 1.1 | -1 | -1 | 15 | 1.1 | -8 | -6 | -7
CCCCCNC(=O)C1CCC(Cn2c(=S)[nH]c3ccccc3c2=O)CC1 (configuration not stated) | -3 | 1 | 2 | -2 | -4 | 1.2 | -24 | -4 | -6
Cc1ccsc1C(=O)NCC(C)(C)N1CCOCC1 | -10 | 1.1 | 2 | 0 | 6 | 0.9 | 10 | -8 | -6
CN(N)c1nc(-c2ccccc2)cc(-c2ccccc2)n1 | -1 | 0.99 | 1 | -2 | 24 | 1.2 | -16 | 1 | 14
COC(=O)c1c(C)[nH]c(C(=O)/C=C/c2ccc(Cl)cc2)c1C | -7 | 1 | -4 | 0 | 22 | 0.89 | 11 | -1 | -2
Cc1ccc(-n2c(SCc3ccc(C(=O)O)cc3)nnc2-c2ccncc2)cc1 | -1 | 0.76 | -1 | 0 | -10 | 1.1 | -9 | 24 | -5
CCCOc1ccc2[nH]cc(C(=O)O)c(=O)c2c1 | 1 | 0.99 | 0 | 1 | -8 | 0.88 | 12 | 1 | 1
N#CNc1nc(O)cc(=O)[nH]1 | 3 | 0.88 | 29* | -4 | 4 | 0.99 | 1 | 12 | 5
CCOC(=O)C1CCN(C(=S)Nc2ccc(Cl)cc2C)CC1 | 0 | 0.96 | -2 | 2 | 0 | 1.2 | -15 | 4 | -2
O=C(Nc1cccc(S(=O)(=O)NCc2ccco2)c1)c1cc(-c2ccccc2)nc2ccccc12 | -6 | 0.91 | -1 | -6 | -14 | 0.84 | 16 | 9 | -4
CCc1ccc(C2=C/C(=C/c3cccnc3)C(=O)O2)cc1 | -6 | 0.99 | -29 | -2 | 15 | 0.95 | 5 | 1 | 1
Cc1cc(C)c2c(=O)[nH]c(SCC(=O)Nc3ccc(N(C)C)cc3)nc2n1 | -1 | 1 | 0 | -2 | 11 | 1.1 | -9 | -2 | 2
CC1=NN(c2ccc(S(=O)(=O)O)cc2Cl)C(=O)C1 | -2 | 1 | 0 | -1 | 7 | 0.95 | 5 | 0 | -3
Cc1ccsc1/C=N/NC(=O)CC(=O)NCC(C)C | -9 | 1.1 | 0 | -1 | 6 | 1.1 | -13 | -8 | 3

Single entries from above:
Under NLRP3 yeast inh, `O=c1c2cc(NC(=S)NC3CCCC3)ccc2nc2n1CCCCC2` has 11
Under NLRP3 yeast inh, `Cc1ccsc1/C=N/NC(=O)CC(=O)NCC(C)C` has 6

Assay outcomes (PubChem BioAssay)
